Screens as filed in PubChem BioAssay.
TcdB inh – blocks C. difficile toxin B glycohydrolase activity | inhibition, % at 9.99 µM | TcdB glycohydrolase enzymatic assay, plate reader | actives 0.24% (n = 350,000) | P18177; in the data active means inhibition above about 10%
Target sequence (P18177 whole entry, looked up): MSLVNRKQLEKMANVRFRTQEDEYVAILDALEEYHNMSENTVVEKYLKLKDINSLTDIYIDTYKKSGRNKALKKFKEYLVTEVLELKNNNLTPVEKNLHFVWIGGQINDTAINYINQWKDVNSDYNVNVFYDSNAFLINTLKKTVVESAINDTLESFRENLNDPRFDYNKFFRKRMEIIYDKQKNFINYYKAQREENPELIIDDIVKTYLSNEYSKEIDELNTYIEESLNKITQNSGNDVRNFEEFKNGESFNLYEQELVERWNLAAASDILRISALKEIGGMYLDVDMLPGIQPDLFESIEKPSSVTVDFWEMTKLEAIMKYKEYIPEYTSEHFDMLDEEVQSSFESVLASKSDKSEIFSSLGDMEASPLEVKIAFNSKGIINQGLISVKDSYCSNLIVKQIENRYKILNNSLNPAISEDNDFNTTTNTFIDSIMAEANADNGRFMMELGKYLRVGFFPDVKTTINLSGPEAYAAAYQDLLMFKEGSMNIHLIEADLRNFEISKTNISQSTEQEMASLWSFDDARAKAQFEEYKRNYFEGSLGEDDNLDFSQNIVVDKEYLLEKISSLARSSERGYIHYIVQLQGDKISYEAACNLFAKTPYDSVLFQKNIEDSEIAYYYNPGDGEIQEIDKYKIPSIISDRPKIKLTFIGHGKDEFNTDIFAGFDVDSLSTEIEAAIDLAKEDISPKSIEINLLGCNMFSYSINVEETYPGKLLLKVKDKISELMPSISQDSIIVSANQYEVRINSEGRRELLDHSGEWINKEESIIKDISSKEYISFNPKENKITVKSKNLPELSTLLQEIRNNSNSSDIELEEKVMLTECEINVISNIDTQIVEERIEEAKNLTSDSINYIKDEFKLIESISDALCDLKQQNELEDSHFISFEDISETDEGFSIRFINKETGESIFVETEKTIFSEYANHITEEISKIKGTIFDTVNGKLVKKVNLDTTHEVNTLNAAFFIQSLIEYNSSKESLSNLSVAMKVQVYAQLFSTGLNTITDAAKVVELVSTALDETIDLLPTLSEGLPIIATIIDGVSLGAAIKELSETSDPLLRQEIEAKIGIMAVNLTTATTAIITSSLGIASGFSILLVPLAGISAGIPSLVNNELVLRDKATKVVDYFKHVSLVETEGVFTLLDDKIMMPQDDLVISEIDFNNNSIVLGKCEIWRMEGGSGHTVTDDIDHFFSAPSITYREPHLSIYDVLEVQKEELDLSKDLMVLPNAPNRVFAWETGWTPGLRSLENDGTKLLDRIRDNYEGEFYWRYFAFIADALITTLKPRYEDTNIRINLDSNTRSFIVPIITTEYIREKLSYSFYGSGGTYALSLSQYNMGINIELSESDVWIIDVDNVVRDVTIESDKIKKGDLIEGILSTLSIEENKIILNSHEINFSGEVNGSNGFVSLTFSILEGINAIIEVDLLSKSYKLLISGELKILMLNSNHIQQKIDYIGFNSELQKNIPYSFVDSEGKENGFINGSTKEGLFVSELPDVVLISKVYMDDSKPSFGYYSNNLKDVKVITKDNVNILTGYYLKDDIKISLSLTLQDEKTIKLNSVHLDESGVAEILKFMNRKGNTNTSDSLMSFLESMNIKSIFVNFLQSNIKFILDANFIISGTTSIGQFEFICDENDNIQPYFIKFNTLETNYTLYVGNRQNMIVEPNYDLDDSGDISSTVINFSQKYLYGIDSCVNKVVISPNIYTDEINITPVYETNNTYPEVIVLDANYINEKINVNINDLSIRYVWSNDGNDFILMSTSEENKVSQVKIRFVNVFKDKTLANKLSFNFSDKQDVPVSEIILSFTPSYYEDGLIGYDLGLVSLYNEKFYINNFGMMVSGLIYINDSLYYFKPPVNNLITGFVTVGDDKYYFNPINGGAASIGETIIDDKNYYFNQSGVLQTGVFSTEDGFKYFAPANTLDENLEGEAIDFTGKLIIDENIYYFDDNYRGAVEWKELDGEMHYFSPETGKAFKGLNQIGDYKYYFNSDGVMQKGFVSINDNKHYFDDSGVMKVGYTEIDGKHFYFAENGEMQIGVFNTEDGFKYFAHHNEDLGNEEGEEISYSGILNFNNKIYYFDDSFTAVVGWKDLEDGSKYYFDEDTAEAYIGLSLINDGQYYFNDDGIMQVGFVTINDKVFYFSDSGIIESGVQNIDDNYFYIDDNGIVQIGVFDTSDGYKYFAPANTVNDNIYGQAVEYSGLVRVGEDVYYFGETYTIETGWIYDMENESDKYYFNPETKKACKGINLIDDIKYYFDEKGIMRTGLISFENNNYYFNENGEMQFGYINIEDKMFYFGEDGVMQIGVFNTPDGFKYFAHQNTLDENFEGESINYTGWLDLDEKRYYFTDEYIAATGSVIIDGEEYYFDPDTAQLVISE
* marks the source's active call; other numbers are inactive results; & = joins results of further samples. An excerpt; rates above refer to the full screens.

molecule | TcdB inh
O=C(C[C@H]1C=C[C@H](NC(=O)Nc2ccc3c(c2)OCO3)[C@@H](CO)O1)NCc1ccc(F)cc1 | -0.1
C[C@H]1CN([C@@H](C)CO)C(=O)Cc2cc(NS(=O)(=O)c3ccccc3)ccc2O[C@@H]1CN(C)CC1CC1 | 0.4
CO[C@@H]1CN(C)C(=O)c2cc(NC(=O)C3CC3)ccc2OC[C@@H](C)N(Cc2ccncc2)C[C@H]1C | 1.2
CC(=O)N1[C@@H](CO)[C@@H](c2ccccc2)C12CN(C(=O)c1ccccn1)C2 | 0.1
O=C(C[C@@H]1CC[C@@H](NC(=O)C2CCOCC2)[C@@H](CO)O1)NCC1CC1 | -1.7
Cc1noc(C)c1NC(=O)Nc1ccc2c(c1)C(=O)N([C@@H](C)CO)C[C@@H](C)[C@H](CN(C)S(=O)(=O)c1ccc(Cl)cc1)OCCCC[C@@H](C)O2 | 2.7
COC(=O)c1c2oc(c1C(=O)OC)C(=O)N(C)Cc1cn(nn1)C[C@H](Cc1ccccc1)NC(=O)N[C@H](CO)CC2 | -11.8
COCC(=O)N1C[C@H](C)[C@@H](OC)CN(C)C(=O)c2cc(NC(=O)c3ccccc3)ccc2OC[C@H]1C | -1.0

(list continues)
molecule | TcdB inh
COc1ccc(NC(=O)Nc2ccc3c(c2)C(=O)N([C@@H](C)CO)C[C@H](C)[C@@H](CN(C)Cc2ccc(C(=O)O)cc2)OCCCC[C@H](C)O3)cc1 | 0.1
Cc1noc(C)c1NC(=O)N(C)C[C@H]1OCCCC[C@H](C)Oc2ccc(NC(=O)NC(C)C)cc2C(=O)N([C@@H](C)CO)C[C@H]1C | -1.3
CCCNC(=O)N1CC2(CN(C(=O)C3CCOCC3)C2)c2c([nH]c3cc(OC)ccc23)[C@@H]1CO | 0.3
COc1ccc(NC(=O)Nc2ccc3c(c2)CC(=O)N([C@H](C)CO)C[C@@H](C)[C@@H](CN(C)Cc2ccc(C(=O)Nc4ccccc4N)cc2)O3)cc1 | -2.5
COc1ccc(S(=O)(=O)N(C)C[C@@H]2Oc3ccc(NC(=O)Nc4ccc(F)cc4)cc3C(=O)N([C@@H](C)CO)C[C@@H]2C)cc1 | -0.2
O=C(C[C@H]1C[C@H]2c3cc(NC(=O)NC4CCCC4)ccc3O[C@H]2[C@H](CO)O1)NCc1cccc(F)c1 | -1.1
CCS(=O)(=O)N1[C@@H](CO)[C@@H](c2ccccc2)C12CN(C(=O)C1CC1)C2 | -4.8
O=C(Nc1cccc(Cl)c1)N[C@H]1CC[C@@H](CCNC(=O)C2CCOCC2)O[C@@H]1CO | 0.4

New compounds follow:
molecule | TcdB inh
COc1ccc(S(=O)(=O)N(C)C[C@@H]2OCCCC[C@H](C)Oc3ccc(NC(=O)c4ccncc4)cc3C(=O)N([C@H](C)CO)C[C@H]2C)cc1 | 1.9
CO[C@@H]1CN(C)C(=O)c2ccc(NS(=O)(=O)c3cccc(C)c3)cc2OC[C@@H](C)N(Cc2cc(F)ccc2F)C[C@H]1C | -0.7
C[C@@H]1CN([C@@H](C)CO)C(=O)c2cccc(NC(=O)c3cnccn3)c2O[C@@H]1CN(C)C(=O)Nc1ccc2c(c1)OCO2 | -1.8
COc1cccc(-c2ccc3n(c2=O)C[C@H]2[C@H](CO)[C@@H](C(=O)NC4CCC4)[C@@H]3N2C)c1 | -3.9
Cc1noc(C)c1NC(=O)N(C)C[C@@H]1OCCCC[C@@H](C)Oc2ccc(NC(=O)Nc3ccc(F)cc3)cc2C(=O)N([C@H](C)CO)C[C@@H]1C | -0.5
C[C@@H]1CN([C@H](C)CO)S(=O)(=O)c2ccc(C3=CCCCC3)cc2O[C@H]1CN(C)C(=O)CC1CC1 | -0.1
CO[C@H]1CN(C)C(=O)c2ccc(NS(=O)(=O)c3cn(C)cn3)cc2OC[C@@H](C)N(CCC(F)(F)F)C[C@H]1C | -3.2
C[C@H](CO)N1C[C@H](C)[C@H](CN(C)C(=O)c2cnccn2)Oc2cc(C#CC3CC3)ccc2S1(=O)=O | -0.1

(listing goes on)
molecule | TcdB inh
CCC(=O)N1CC(=O)N2[C@@H](CO)[C@H](c3ccc(-c4cccnc4)cc3)[C@@H]2C1 | 1.6
O=C(c1cccc(F)c1)N1CC(=O)N2[C@H](CO)[C@H](c3ccc(-c4ccccc4F)cc3)[C@H]2C1 | -0.1
CC(C)CC#Cc1ccc2c(c1)O[C@H](CN(C)C(=O)CN(C)C)[C@H](C)CN([C@H](C)CO)S2(=O)=O | -0.2
C[C@@H]1CCCCO[C@H](CN(C)Cc2ccc(Cl)c(Cl)c2)[C@@H](C)CN([C@@H](C)CO)C(=O)c2cc(NC(=O)NC3CCCCC3)ccc2O1 | 1.2
C[C@@H]1CN([C@H](C)CO)C(=O)c2cc(-c3ccccc3)cnc2O[C@@H]1CN(C)C(=O)C1CCCCC1 | -0.7
C[C@@H]1CN([C@@H](C)CO)C(=O)c2cc(NC(=O)NC3CCCCC3)ccc2O[C@@H](C)CCCCO[C@H]1CN(C)Cc1ccccc1 | 0.0
O=C(NC1CCCCC1)N1CC(=O)N2[C@@H](CO)[C@@H](c3ccc(-c4ccccc4)cc3)[C@@H]2C1 | -0.4
C[C@@H](O)C#Cc1ccc([C@@H]2[C@H]3CN(C(=O)c4ccc5c(c4)OCO5)CCCCN3[C@H]2CO)cc1 | -0.2

Two records drawn at random from those above:
molecule | TcdB inh
C[C@@H](O)C#Cc1ccc([C@@H]2[C@H]3CN(C(=O)c4ccc5c(c4)OCO5)CCCCN3[C@H]2CO)cc1 | -0.2
O=C(NC1CCCCC1)N1CC(=O)N2[C@@H](CO)[C@@H](c3ccc(-c4ccccc4)cc3)[C@@H]2C1 | -0.4

Following part
molecule | TcdB inh
C[C@@H]1CN([C@@H](C)CO)C(=O)c2cc(NC(=O)C3CCCCC3)ccc2O[C@@H]1CN(C)C(=O)Nc1ccc(F)cc1 | 0.3
C[C@@H]1CCCCO[C@H](CN(C)C(=O)Nc2ccccc2)[C@@H](C)CN([C@@H](C)CO)C(=O)c2cc(NS(=O)(=O)c3cn(C)cn3)ccc2O1 | 0.3
C[C@H]1CN([C@@H](C)CO)C(=O)c2ccccc2-c2ccccc2CO[C@H]1CN(C)C(=O)c1cc(Cl)cc(Cl)c1 | 0.8
C[C@@H]1CCCCO[C@H](CN(C)S(=O)(=O)c2cccs2)[C@@H](C)CN([C@H](C)CO)C(=O)c2cc(NC(=O)CCCN(C)C)ccc2O1 | 0.7
O=C(Nc1ccccc1F)N1CCCCN2[C@H](CO)[C@H](c3ccc(-c4cccnc4)cc3)[C@H]2C1 | -0.4
CC(C)NC(=O)N(C)C[C@@H]1OCCCC[C@@H](C)Oc2ccc(NS(=O)(=O)c3cccs3)cc2C(=O)N([C@H](C)CO)C[C@@H]1C | 0.4
C[C@@H]1CN([C@@H](C)CO)C(=O)c2cccc(NS(C)(=O)=O)c2O[C@@H]1CN(C)C(=O)Nc1ccc2c(c1)OCO2 | -3.1
CC(C)NC(=O)Nc1ccc2c(c1)CC(=O)N([C@H](C)CO)C[C@@H](C)[C@H](CN(C)S(=O)(=O)c1ccccc1)O2 | 0.0

Additional records.
molecule | TcdB inh
CO[C@H]1CN(C)C(=O)c2ccc(NC(=O)c3nc4ccccc4s3)cc2OC[C@@H](C)NC[C@H]1C | 0.1
C[C@@H]1CN([C@@H](C)CO)C(=O)Cc2cc(NC(=O)c3ccncc3)ccc2O[C@H]1CN(C)S(=O)(=O)c1ccc(Cl)cc1 | 0.3
C[C@@H]1CN([C@H](C)CO)C(=O)c2cc(NC(=O)Nc3cccc4ccccc34)ccc2O[C@@H](C)CCCCO[C@H]1CN(C)C(=O)NC1CCCCC1 | 0.9
C[C@@H]1CCCCO[C@H](CN(C)C(=O)Nc2ccc(C(F)(F)F)cc2)[C@H](C)CN([C@@H](C)CO)C(=O)c2cc(NS(=O)(=O)c3ccc(F)cc3)ccc2O1 | 0.9
C[C@H](CO)N1C[C@H](C)[C@@H](CN(C)S(=O)(=O)c2cn(C)cn2)OCCCC[C@H](C)Oc2ccc(NC(=O)C3CCCCC3)cc2C1=O | 0.4
CC(=O)N(C)C[C@H]1Oc2cc(-c3ccc(F)cc3)ccc2S(=O)(=O)N([C@H](C)CO)C[C@@H]1C | 3.3
C[C@@H]1CN([C@H](C)CO)S(=O)(=O)c2ccc(C#CC3CC3)cc2O[C@@H]1CN(C)Cc1cccnc1 | 0.0
O=C(Cc1cccnc1)N1CC(=O)N2[C@H](CO)[C@@H](c3ccc(C4=CCCC4)cc3)[C@@H]2C1 | -1.4

Two of the compounds above, as labelled records.
CO[C@H]1CN(C)C(=O)c2ccc(NC(=O)c3nc4ccccc4s3)cc2OC[C@@H](C)NC[C@H]1C
  TcdB inh = 0.1
C[C@@H]1CN([C@@H](C)CO)C(=O)Cc2cc(NC(=O)c3ccncc3)ccc2O[C@H]1CN(C)S(=O)(=O)c1ccc(Cl)cc1
  TcdB inh = 0.3

(more compounds)
molecule | TcdB inh
COc1ccc(S(=O)(=O)N(C)C[C@H]2Oc3c(NC(=O)Nc4cccc5ccccc45)cccc3C(=O)N([C@@H](C)CO)C[C@@H]2C)cc1 | 0.9
C[C@H](CO)N1C[C@H](C)[C@H](CN(C)CC2CCCCC2)OCCCC[C@H](C)Oc2ccc(NC(=O)CCCCCC(=O)Nc3ccccc3N)cc2C1=O | 0.6
COc1cccc(CNC(=O)C[C@H]2C=C[C@H](NC(=O)C3CCOCC3)[C@@H](CO)O2)c1 | -0.4
C[C@H](CO)N1C[C@H](C)[C@@H](CN(C)S(=O)(=O)c2ccc(F)cc2)Oc2c(NC(=O)C3CCCCC3)cccc2C1=O | 0.7&-1.0
O=C(C[C@@H]1C[C@@H]2c3cc(NC(=O)C4CCC4)ccc3O[C@@H]2[C@H](CO)O1)NCc1ccccc1 | 1.1
CCCC#Cc1ccc2c(c1)O[C@@H](CN(C)Cc1cncnc1)[C@H](C)CN([C@@H](C)CO)S2(=O)=O | -3.4
N#C[C@H]1[C@H](c2ccc(-c3ccccc3F)cc2)[C@H](CO)N1C(=O)c1ccccn1 | 0.0
COc1ccccc1NC(=O)N(C)C[C@H]1Oc2ncc(C#CC(C)C)cc2C(=O)N([C@H](C)CO)C[C@@H]1C | -0.5

Further structures
molecule | TcdB inh
N#C[C@@H]1[C@H](c2ccc(-c3ccccc3F)cc2)[C@H](CO)N1C(=O)c1ccccn1 | 0.5
O=C(C[C@@H]1C=C[C@@H](NC(=O)Nc2ccc3c(c2)OCO3)[C@H](CO)O1)NCc1ccc(Cl)cc1 | 0.0
COCC#Cc1ccc2c(c1)O[C@@H](CN(C)C)[C@@H](C)CN([C@H](C)CO)S2(=O)=O | -0.3
O=C(NCC1CC1)[C@@H]1[C@@H](CO)[C@@H]2Cn3c(ccc(C4=CCCCC4)c3=O)[C@@H]2N1Cc1ccccc1F | 0.0
COc1ccc(S(=O)(=O)Nc2cccc3c2O[C@@H](CN(C)C)[C@@H](C)CN([C@@H](C)CO)C3=O)cc1 | 0.5
COCC(=O)N1CCCCN2[C@H](C1)[C@@H](c1ccc(-c3cccc(C)c3)cc1)[C@@H]2CO | 1.1
CC(C)NC(=O)NCC[C@H]1CC[C@H](NC(=O)c2ccc(F)cc2)[C@H](CO)O1 | 1.9
C[C@@H]1CN([C@H](C)CO)S(=O)(=O)c2ccc(C3=CCCC3)cc2O[C@@H]1CN(C)Cc1ccccc1F | -1.6

Next structures
molecule | TcdB inh
CCCC(=O)Nc1ccc2c(c1)OC[C@@H](C)N(CCC(F)(F)F)C[C@@H](C)[C@@H](OC)CN(C)C2=O | -0.5
C[C@@H]1CN([C@@H](C)CO)C(=O)c2cc(NC(=O)Nc3ccc4c(c3)OCO4)ccc2O[C@H]1CN(C)Cc1ccc(C(=O)O)cc1 | -0.1
CCCNC(=O)C[C@@H]1C[C@@H]2c3cc(NC(=O)C4CCOCC4)ccc3O[C@@H]2[C@H](CO)O1 | 0.4
C/C=C/c1ccc([C@H]2[C@H](CO)N3CCCCN(C(=O)Nc4cc(F)ccc4F)C[C@@H]23)cc1 | -0.7
COc1cccc(-c2ccc3c(c2)[C@@H]2[C@@H](CCN2C(=O)Cc2ccncc2)[C@@H](CO)N3)c1 | -1.6
COc1ccc2c3c(n(C)c2c1)[C@@H](CO)N(C(=O)Cc1ccccn1)CC31CN(CC2CCCC2)C1 | -6.3
COc1cccc(-c2ccc3c(c2)[C@@H]2[C@@H](CCN2C(=O)c2ccccn2)[C@@H](CO)N3)c1 | 0.8
CCNC(=O)C[C@@H]1CC[C@@H](NS(=O)(=O)c2ccc(F)cc2)[C@@H](CO)O1 | 0.1

The list goes on (3 carried over from the part before).
molecule | TcdB inh
COc1ccc2c3c(n(C)c2c1)[C@@H](CO)N(C(=O)Cc1ccccn1)CC31CN(CC2CCCC2)C1 | -6.3
COc1cccc(-c2ccc3c(c2)[C@@H]2[C@@H](CCN2C(=O)c2ccccn2)[C@@H](CO)N3)c1 | 0.8
CCNC(=O)C[C@@H]1CC[C@@H](NS(=O)(=O)c2ccc(F)cc2)[C@@H](CO)O1 | 0.1
C[C@@H]1CN([C@@H](C)CO)C(=O)c2cccc(NC(=O)c3nc4ccccc4s3)c2O[C@H]1CN(C)Cc1ccncc1 | 0.2
Cn1cnc(S(=O)(=O)N[C@@H]2CC[C@H](CC(=O)NCC3CC3)O[C@H]2CO)c1 | 0.8
CO[C@@H]1CN(C)C(=O)c2cc(NS(C)(=O)=O)ccc2OC[C@@H](C)N(C(=O)CN(C)C)C[C@@H]1C | 0.1
Cn1cnc(S(=O)(=O)N2C[C@H](O)COC[C@@H]3O[C@@H](CC(=O)N4CCN(c5ccccc5)CC4)CC[C@H]32)c1 | 0.1
O=C(Nc1ccc(Cl)cc1)N1C[C@@H]2[C@H](c3ccccc31)[C@H](CO)N2C(=O)C1CC1 | -0.8
COCC(=O)Nc1ccc2c(c1)OC[C@H](C)N(Cc1cccnc1)C[C@@H](C)[C@@H](OC)CN(C)C2=O | 0.1
O=C(c1cccc(F)c1)N1CC(=O)N2[C@@H](CO)[C@H](c3ccc(/C=C/c4ccccc4)cc3)[C@@H]2C1 | -1.0
C[C@@H]1CN([C@@H](C)CO)C(=O)c2cc(-c3ccc(C#N)cc3)cnc2O[C@@H]1CN(C)C(=O)CC1CC1 | 2.5
